CRFBP-R2 block – antagonists of CRF-binding protein/CRF-R2 receptor complex; inhibition, % at 11.8 µM; HEK293 CRF-R2/CRF-BP, CRF-induced calcium fluorescence; 350,000 compounds, 0.59% hits; AID 588475;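 active means inhibition of the ligand-induced calcium signal above about 50% at the single tested concentration, limit read from the data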
GalR3 antag – blocks the human galanin receptor 3. O60755. HEK293 GalR3-CNG cAMP membrane potential fluorescence; galR3 body fused to GalR1 C-terminus. inhibition, % at 3 µM. 360,000 compounds, 0.44% hits. AID 651719;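 active means inhibition above the screen-wide average plus 3 SD, cut at about 13% in these data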;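 further: forskolin and galanin both at EC90 stimulate the cells; cAMP rise reported by CNG channel membrane potential dye signal; 0% = forskolin plus galanin with DMSO and 100% = forskolin alone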
IDE act – activators of human insulin-degrading enzyme in cells. HEK cells, FAbeta-B cleavage, fluorescence polarization; 0% vehicle, 100% cell-free pure enzyme wells. 340,000 compounds, 0.073% hits. activation, % at 5.96 µM;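 active means activation above the mean of all tested compounds plus 3 SD, set per screening campaign, cut at about 17% in these data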
Target sequence (P14735 whole entry, looked up): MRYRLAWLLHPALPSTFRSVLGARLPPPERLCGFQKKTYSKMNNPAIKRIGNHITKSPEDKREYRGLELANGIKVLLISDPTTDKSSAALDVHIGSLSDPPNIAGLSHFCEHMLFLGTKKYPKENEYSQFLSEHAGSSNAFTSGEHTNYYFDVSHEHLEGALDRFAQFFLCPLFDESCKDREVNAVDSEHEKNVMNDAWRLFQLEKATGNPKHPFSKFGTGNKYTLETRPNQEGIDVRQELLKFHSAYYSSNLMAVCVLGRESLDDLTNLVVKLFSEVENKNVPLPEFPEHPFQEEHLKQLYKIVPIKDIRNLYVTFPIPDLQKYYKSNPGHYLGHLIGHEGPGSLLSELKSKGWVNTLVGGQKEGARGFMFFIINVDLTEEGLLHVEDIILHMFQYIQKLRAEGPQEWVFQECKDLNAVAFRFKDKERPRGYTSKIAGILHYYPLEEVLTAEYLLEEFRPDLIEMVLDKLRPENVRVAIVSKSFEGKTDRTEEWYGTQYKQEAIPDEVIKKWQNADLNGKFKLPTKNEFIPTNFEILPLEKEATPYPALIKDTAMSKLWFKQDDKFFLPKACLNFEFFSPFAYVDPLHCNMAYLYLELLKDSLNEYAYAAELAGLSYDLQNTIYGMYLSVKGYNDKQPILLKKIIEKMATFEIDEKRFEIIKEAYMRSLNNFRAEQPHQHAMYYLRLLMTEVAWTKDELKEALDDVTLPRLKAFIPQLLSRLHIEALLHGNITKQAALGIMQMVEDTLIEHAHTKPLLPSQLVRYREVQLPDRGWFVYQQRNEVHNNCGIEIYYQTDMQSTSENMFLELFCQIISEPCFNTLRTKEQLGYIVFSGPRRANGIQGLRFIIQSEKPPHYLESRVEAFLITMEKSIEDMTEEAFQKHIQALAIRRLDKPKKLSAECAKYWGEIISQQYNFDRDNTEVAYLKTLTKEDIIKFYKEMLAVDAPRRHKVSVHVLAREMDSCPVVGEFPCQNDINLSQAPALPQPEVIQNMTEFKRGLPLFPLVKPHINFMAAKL
The depositor's hits bear a star.

CRFBP-R2 block | GalR3 antag | IDE act | molecule
-8 | -3 | 6 | COc1cc(OC)c(N2CC(C(=O)Nc3cccc(C(=O)NC4CC4)c3)CC2=O)cc1Cl (configuration not stated)
4 | -3 | 5 | O=C(Nc1cc(Cl)ccc1Cl)P(=O)(O)c1ccccc1
8 | -3 | 8 | CCOc1ccc(N2CC(C(=O)Nc3cc(OCC)c(N4CCOCC4)cc3OCC)CC2=O)cc1 (configuration not stated)
-4 | -7 | 0 | CN(C)C(=O)CCc1ccc2c3c([nH]c2c1)[C@]1(CCc2ccccc2)[C@@H](C(=O)N2CCCCC2)C[C@H](CC(=O)NCCC2=CCCCC2)C(=O)N1CC3
-39 | -6 | -1 | Nc1cc2c(cc1[N+](=O)[O-])-c1ccccc1C2=NO
5 | -7 | 3 | CC12CCC3c4cc(CN5CCOCC5)c(O)cc4CCC3C1CCC2=O (configuration not stated)
-3 | -5 | 1 | O=C(c1cccs1)c1sccc1Cc1ccccc1
4 | -6 | 6 | CC[C@@H](C)[C@H](C(CC(=O)N1CCCC1[C@@H](OC)[C@H](C)C(=O)N[C@H](Cc1ccccc1)c1nccs1)OC)N(C)C(=O)[C@H](NC(=O)[C@@H](C(C)C)N(C)C)C(C)C (some centres not stated)
-3 | -5 | 8 | CCN(CC)S(=O)(=O)c1ccc(NC(=O)CSc2nc3nc(C)cc(C)c3c(=O)[nH]2)cc1
2 | -5 | -6 | O=C1NC2CCCCC2C(=O)N1OS(=O)(=O)c1ccccc1 (configuration not stated)
-7 | -5 | 0 | CC(=O)c1cccc(NC(=O)COC(=O)CCC(=O)c2cccs2)c1
-1 | -4 | 3 | Cc1noc(C)c1C(=O)Nc1nc(-c2cc(F)ccc2F)cs1
-50 | -3 | 15 | COc1cccc2c1C(=O)c1c(O)c3c(c(O)c1C2=O)CC(O)(C(C)=O)CC3OC1CC(N(C)C)C(O)C(C)O1 (configuration not stated)
-13 | -3 | -1 | CCOc1ccc(NC(=O)CN(C)C(=O)C(C)Oc2ccc(Cl)cc2)cc1OCC (configuration not stated)
14 | -7 | 2 | CCOC(=O)C1=CN(Cc2cccc(-c3cccnc3)c2)S(=O)(=O)N(CC)C1C (configuration not stated)

(continued)
CRFBP-R2 block | GalR3 antag | IDE act | molecule
2 | 4 | 4 | Cc1ccc(S(=O)(=O)N2CCNC(=O)C2)c(C)c1
4 | -7 | 1 | O=C(O)C1(C(=O)O)CCCC1
10 | 4 | 5 | COc1ccc(C2/C(=C(/O)c3ccc(F)cc3)C(=O)C(=O)N2CCCN(C)C)cc1 (configuration not stated)
-3 | 8 | 0 | O=c1[nH][nH]c(-c2ccccc2)c1-c1ccccc1
6 | 0 | 3 | COc1ccc(NC(=O)CCC(=O)N2CCC(c3ccccc3)=N2)cc1S(=O)(=O)N1CCCCC1
2 | -3 | 7 | COC(=O)/C(=C\c1ccc([N+](=O)[O-])cc1)NC(=O)c1ccccc1
-7 | 3 | -4 | O=[N+]([O-])c1ccc(COc2cccc(CN3CCCC3)c2)cc1
-5 | -2 | 3 | CCN(C(=O)COC(=O)c1ncc(Cl)c(Cl)c1Cl)c1c(N)n(Cc2ccccc2)c(=O)[nH]c1=O
-15 | -3 | 4 | O=C(Cc1ccc(NC(=O)C2CCCN(C(=O)C3CCC3)C2)cc1)Nc1ccc(C(=O)N2CCOCC2)cc1 (configuration not stated)
-6 | -6 | -3 | O=C(C=Cc1ccccc1)c1ccc([N+](=O)[O-])cc1
-2 | -6 | 0 | CN(C)CCCNC(=O)C[C@H]1C[C@H](C(=O)N2CCOCC2)[C@@]2(C)c3[nH]c4cc(-c5ccco5)ccc4c3CCN2C1=O
-12 | -2 | 1 | O=C(c1cc2ccccc2o1)N1CCN(S(=O)(=O)c2ccccc2)CC1
-29 | -4 | 7 | CC(=O)OC1CCC2(C)C3CCC4(C)C(C(C)=O)CCC4C3CC3OC32C1 (configuration not stated)
-16 | -9 | 1 | CCC(C)N(C(=O)CSc1nc(-c2cccs2)nc2ccccc12)C1CCS(=O)(=O)C1 (configuration not stated)
-37 | -3 | 4 | C#CC1(O)CCCC2C3CCC4CC(OC(C)=O)CCC4(C)C3C(=O)CC21C (configuration not stated)

Further entries:
CRFBP-R2 block | GalR3 antag | IDE act | molecule
-8 | -5 | 6 | COc1ccc2[nH]c3c(c2c1)CCN1C(=O)C(CC(=O)NC(C)(C)C)C[C@H](C(=O)N2CCOCC2)[C@@]31CCC1CCCC1 (some centres not stated)
7 | 9 | -3 | O=C(c1cccc(S(=O)(=O)N2CCN(c3ccc(F)cc3)CC2)c1)N1CCN(c2ccccc2O)CC1
12 | -5 | 5 | CCc1nc(C)cn1S(=O)(=O)c1ccc2c(c1)OCCO2
2 | 1 | 4 | Cc1ccc(C)c(NC(=O)CN(C)C(=O)c2cccc(S(=O)(=O)N3CCCC3)c2)c1
-5 | -3 | 0 | CC(O)CC(=O)NOCc1ccccc1 (configuration not stated)
-10 | -5 | 6 | O=C1OCCN1C(=O)[C@H]1[C@H](c2ccccc2)C(c2ccc(F)cc2)=NN1c1ccc(Br)cc1
-19 | -5 | 4 | CC(C)Oc1ccc2ccccc2c1CNC[C@H]1O[C@@H](n2cnc(C(N)=O)n2)[C@H](O)[C@@H]1O
3 | -3 | -3 | O=C1CCc2cc(Br)ccc2O1
-9 | -3 | 6 | O=C(NN=Cc1ccccc1Cl)c1ccc([N+](=O)[O-])cc1
-3 | -3 | 7 | Cc1ccsc1C(=O)OC(C)C(=O)NC1CCCCC1C (configuration not stated)
15 | -4 | 2 | CN(Cc1ccccc1)C(=O)c1cccc(NC(=O)Cc2ccc(NC(=O)C3CCN(C(=O)c4ccccc4)CC3)cc2)c1
3 | -4 | -4 | COc1ccc(NS(=O)(=O)c2ccc(C)c(C(=O)N3CCN(Cc4cc(OC)ccc4OC)CC3)c2)cc1
-31 | -4 | -2 | C=CCN1C=CC(=O)[C@@H](OC(=O)Nc2ccc(Br)cc2)[C@H]1c1ccccc1Br
-2 | -3 | -4 | C=C(C)CN(CC)C(=O)CSc1ccc(S(=O)(=O)N2CCN(C)CC2)cn1
2 | -3 | -5 | Cc1ccc(NC(=O)CN2C(=O)NC3(CCCc4ccccc43)C2=O)c(C)c1 (configuration not stated)

(list continues)
CRFBP-R2 block | GalR3 antag | IDE act | molecule
-17 | 5 | -2 | C=C(c1cn(C(C)=O)c2ccccc12)c1cn(C(C)=O)c2ccccc12
2 | -5 | 2 | CCC[C@H]1CC(=O)C=C(c2ccc(OC)cc2)ON1C(=O)OC(C)(C)C
2 | -5 | -3 | O=C(N[C@H]1/C=C\[C@@H](O)CCCC1)OCc1ccccc1
17 | -4 | -1 | O=C(C=Cc1ccccc1Cl)c1ccccc1
13 | -4 | 6 | CCOC(=O)C1CCN(S(=O)(=O)NC[C@H]2O[C@@H](n3cnc4c(N)ncnc43)[C@H](O)[C@@H]2O)C1 (some centres not stated)
-10 | 0 | 2 | O=C(c1ccc(Cl)cc1Cl)N1CCOCC1
1 | 2 | 4 | CC[C@]12c3[nH]c4cc(-c5ccco5)ccc4c3CCN1C(=O)[C@@H](CC(=O)NCCN1CCOCC1)C[C@@H]2C(=O)N1CCN(C(=O)c2ccco2)CC1
7 | 1 | 3 | O=C(O/C(=C/c1ccccc1)C(F)(F)F)c1ccccc1
9 | -4 | -1 | O=C(Nc1cccc2ccccc12)OCc1ccccc1
14 | -5 | 5 | CCCCC1(C2CCCC2)NC(=O)NC1=O (configuration not stated)
-16 | -3 | 4 | COc1ccc(C2(C)NC(=O)N(CC(=O)Nc3ccc4ccccc4c3)C2=O)cc1OC (configuration not stated)
2 | -1 | 2 | COc1cc(C2C3=C(COC3=O)Oc3cc4c(cc32)OCO4)cc(OC)c1O (configuration not stated)
1 | 4 | 3 | CC(=O)OCC=C1CCC2C3CCC4=CC(=O)CCC4(C)C3C(O)CC12C (configuration not stated)
-1 | -6 | 5 | CC(Cc1ccccc1)N(C)C(=O)CN1C(=O)c2ccccc2C1=O (configuration not stated)
-38 | -7 | 3 | CCOC(=O)N1C(=O)NC(=O)C1c1ccccc1 (configuration not stated)

Continued.
CRFBP-R2 block | GalR3 antag | IDE act | molecule
109* | -6 | 2 | O=c1[nH]c2ccc(Cl)cc2[nH]1
20 | -6 | 3 | O=C1CC(C(=O)O)C(c2ccccc2)c2ccccc21 (configuration not stated)
-12 | -6 | 2 | CC(=O)OCC(=O)C1(O)CCC2C3CC(C)C4=CC(=O)C=CC4(C)C3(F)C(O)CC21C (configuration not stated)
-5 | -6 | -5 | CC1(N=Cc2cc(Cl)ccc2O)COP(=O)(Nc2ccccc2)OC1 (configuration not stated)
-3 | -5 | 3 | COc1ccc(C=CC(=O)c2ccc([N+](=O)[O-])cc2)cc1
10 | -2 | -5 | COc1ccc(NS(=O)(=O)c2cc3c4c(c2)CCN4C(=O)CC3)c(OC)c1
0 | -5 | 0 | Cc1ccc(C2(C)NC(=O)N(CC(=O)NCCN3C(=O)S/C(=C\c4cccnc4)C3=O)C2=O)cc1 (configuration not stated)
-5 | 2 | 1 | O=C(NNc1ccccc1)Nc1cc(Cl)ccc1Cl
-6 | -3 | -2 | O=C1CCc2cc(NS(=O)(=O)c3ccc([N+](=O)[O-])cc3)cc3c2N1CC3
-1 | -4 | -2 | CC1=C2C3OC(=O)C(C)C3CCC2(C)C=CC1=NO (configuration not stated)
-2 | -5 | 2 | COCCCNC(=O)CC1C[C@H](C(=O)N(C(C)C)C(C)C)[C@@]2(C)c3[nH]c4ccc(OC)cc4c3CCN2C1=O (some centres not stated)
-4 | -3 | -31 | O=C1C=CC(=O)N1c1ccc2c(c1)Cc1cc(F)ccc1-2
11 | -2 | 5 | CN(C)S(=O)(=O)c1ccc(SCC(=O)Nc2ccc3c(c2)OCCO3)nc1
2 | -6 | 0 | CN(C(=O)c1ccc(NC(=O)Cc2ccc(NC(=O)C3CCN(C(=O)C4CCCC4)CC3)cc2)cc1)C1CCCC1
-38 | -3 | -14 | NN=C1c2ccccc2C(=O)C1C(=O)C(c1ccccc1)c1ccccc1 (configuration not stated)

Later entries.
CRFBP-R2 block | GalR3 antag | IDE act | molecule
5 | 1 | 4 | COc1ccc(C(=O)N[C@H](C(=O)OCCCOC(=O)[C@@H](NC(=O)c2ccc(OC)cc2)C(C)C)C(C)C)cc1
-2 | -3 | -2 | O=C(COc1cccc2c1CCNC2=O)Nc1ccc(Cl)cc1
8 | -5 | 1 | CC(C)C[C@@H](CN)NC(=O)c1nc[nH]c1C(=O)N[C@@H](Cc1c[nH]c2ccccc12)C(=O)CNC[C@H](C)NC(=O)c1nc[nH]c1C(=O)N[C@@H](C)C(=O)O
-12 | -4 | 3 | N#CC(CCc1ccccn1)c1ccccc1 (configuration not stated)
-25 | -1 | 0 | Cc1cc(Br)ccc1SCC(=O)OCC(O)=C(C#N)c1nc2ccccc2[nH]1
21 | -1 | 1 | COc1ccc(CNC(=O)COC(=O)c2c(C)nn(-c3ccccc3)c2C)cc1OC
-2 | -7 | 1 | CC(=NO)C1CCC2C3CCC4CC(=NO)CCC4(C)C3C(C)(O)CC12C (configuration not stated)
-8 | 3 | -2 | COc1ccc(CCNC(=O)COC(=O)c2ccc(OC)cc2OC)cc1
2 | -4 | 1 | C=CCN1C=C(C(C)=O)C(=O)CC1
-3 | -3 | -2 | O=c1[nH]n(-c2ccccc2)c(=O)cc1Cl
-5 | -2 | 4 | COCCCN(C(=O)Cc1ccc(S(=O)(=O)N2CCOCC2)s1)c1c(N)n(Cc2ccccc2)c(=O)[nH]c1=O
-5 | -6 | 0 | Fc1cc(F)c(F)c(SCn2cc(Br)cn2)c1F
16 | -6 | -4 | NC(=O)C1(Nc2ccc(-c3ccccc3)cc2)CCCC1
15 | 0 | -1 | Nc1nc2cc(Br)ccc2o1
15 | -3 | 5 | O=C(c1cc(C2CC2)nn1-c1ccccc1)N1CCN(Cc2ccccc2F)CC1

(further entries)
CRFBP-R2 block | GalR3 antag | IDE act | molecule
10 | -9 | 3 | COc1ccc(C=C(C#N)c2ccc(OC)cc2)cc1
11 | -7 | 6 | O=C1COc2c1ccc(O)c2O
-9 | -2 | 0 | COc1ccc(S(=O)(=O)N2CCCCC2)cc1NC(=O)CCNC(=O)c1ccco1
-5 | -4 | 3 | CCOC(=O)c1c(C)cc(O)cc1O
8 | -5 | -2 | C=C(CN(C)C)C(=O)c1cc(C)ccc1C
0 | -2 | 3 | COc1cccc(OC)c1C(=O)N[C@@H]1C(=O)N2[C@@H]1SC(C)(C)[C@@H]2C(=O)O

Compound activity deposited in PubChem BioAssay by several laboratories.

Not all compounds are listed; the hit share may differ from the screen's.
